# Assay outcomes as filed in PubChem.
# DRD3 antagonist = antagonists of human D3 dopamine receptor; D3R cells, DiscoveRx beta-arrestin luminescence, antagonist mode; active compounds read low; max response, negative = inhibition, %; hit rate 2.5% among 360,000; in the data active = max response below about -50%; inconclusive = no clear call, values can overlap the other calls; note: % is set by controls: 0 for no effect and ±100 for the full control effect; mostly tested at two doses, the higher about 12 µM
# Target sequence (P35462 whole entry, looked up): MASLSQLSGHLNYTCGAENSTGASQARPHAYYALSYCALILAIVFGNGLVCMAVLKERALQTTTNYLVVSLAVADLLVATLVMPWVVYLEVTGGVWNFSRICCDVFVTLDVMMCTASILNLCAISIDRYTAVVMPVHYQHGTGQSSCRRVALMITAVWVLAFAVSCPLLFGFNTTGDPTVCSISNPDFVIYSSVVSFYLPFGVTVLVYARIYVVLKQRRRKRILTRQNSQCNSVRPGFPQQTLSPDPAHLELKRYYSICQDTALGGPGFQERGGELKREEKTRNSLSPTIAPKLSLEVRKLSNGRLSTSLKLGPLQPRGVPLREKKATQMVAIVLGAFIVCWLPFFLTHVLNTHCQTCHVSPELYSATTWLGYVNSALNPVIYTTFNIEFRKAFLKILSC
#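 Cells plated overnight at 1500 cells/well, then exposed to library compounds with dopamine controls for 90 minutes at 37 degrees C. DiscoveRx reagent added for 30–60 minutes at room temperature; luminescence read, quantitative HTS format.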
# D3 ag = activates the human D3 dopamine receptor | P35462 | D3R DiscoveRx beta-arrestin cells, luminescence, 90 min | hit rate 0.58% among 410,000 | max activation, %; in the data active = max activation above about 30%; note: 0% is about no effect; mostly tested at two doses, the higher about 12 µM
#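 Cells at 1500/well, incubated overnight, then treated with pinned compounds (dopamine as control) for 90 min at 37 degrees C. DiscoveRx reagent added for 30 - 60 minutes at room temperature; luminescence read.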
# EPAC2 antagonist = blocks human EPAC2 exchange factor; Potency, µM (highest dose often 114 µM), without a hit: at the top dose activity, negative = inhibition, most hits filed as inhibitors; Q8WZA2; hit rate 0.18% among 360,000; AID 720708; EPAC2 GEF exchange of Rap1B-BODIPY-GDP, fluorescence; note: potency is the fitted concentration of half-maximal effect; % is set by controls: 0 for no effect and ±100 for the full control effect; nearly all actives have a fitted effect of over 45% in size; many of its hits are not listed in these tables
# aSyn rescue = inhibitors of alpha-synuclein toxicity in yeast | hit rate 0.14% among 370,000 | Potency, µM (highest dose often 46.1 µM), inactives show top-dose growth rescue (activation), hits mostly activators | Yeast expressing alpha-synuclein, growth rescue, BacTiter-Glo, 24 h; note: potency is the fitted concentration of half-maximal effect; % of control where 0% means no effect; nearly all actives have a fitted effect of over 65% in size
#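 Rescue of yeast growth: cells expressing toxic alpha-synuclein, induced in galactose at OD600 0.02, incubated with compound 24 h at 30 C. ATP luminescence quantified growth; inhibitors of toxicity appear as activators.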
# Abeta rescue = restores growth of yeast expressing A-beta42 peptide; yeast expressing A-beta42, growth rescue, OD600, 48 h; response scale: 0% DMSO, 100% iron-clioquinol control; Potency, µM (top dose mostly 46.1 µM), without a hit: top-dose growth rescue, most hits filed as activators; hit rate 0.063% among 410,000; AID 1347071; note: potency is the fitted concentration of half-maximal effect; nearly all actives have a fitted effect of over 55% in size
#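 Growth rescue measured by 600 nm absorbance after 48 h yeast culture at 30 C with compound. Values normalized between DMSO and an equimolar ferric chloride plus clioquinol control.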
# FUS suppressor = rescues growth of FUS-expressing yeast; hit rate 0.24% among 390,000; S. cerevisiae FUS-expressing, growth rescue, OD600, 24 h; Potency, µM (highest dose often 76.6 µM), without a hit: top-dose growth rescue (activation), usual class: activators;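 note: potency is the fitted concentration of half-maximal effect; plate controls were DMSO vehicle for no effect and reference control for full effect; nearly all actives have a fitted effect of over 55% in size; some results filed as inactive show a strong effect at the top dose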
#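 Read-out: OD at 600 nm after 24hr at 30C, reporting rescue of FUS-induced yeast toxicity. Cells at OD 0.005 in galactose (2%) minimal medium; compounds tested in a dilution series; CP55940 titration from 92uM final as control.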
# EPAC2 ag = agonists of human EPAC2 (RAPGEF4) | Q8WZA2 | EPAC2 activation, biochemical qHTS; response scale: 100% = 6.5 mM cAMP response | Potency, µM (titrated, usually from 154 µM), without a hit: at the top dose activation, hits mostly activators | hit rate 0.079% among 360,000 | AID 720711; note: potency is the fitted concentration of half-maximal effect; nearly all actives have a fitted effect of over 50% in size
#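 In this primary screen, activation is scored as increased exchange of BODIPY-GDP from Rap1B by 100 nM EPAC2, with 50 uM GDP as competitor. Signal is normalized to the 6.5 mM cAMP agonist control.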
# TDP43 rescue = TDP-43 toxicity inhibition in yeast; TDP-43 expressing yeast growth rescue, BacTiter-Glo, 24 h; Potency, µM (doses to about 46.1 µM), for inactives: at the top dose growth rescue (activation), usual class: activators; hit rate 1.8% among 410,000; AID 652104; note: potency is the fitted concentration of half-maximal effect; % of control where 0% means no effect; nearly all actives have a fitted effect of over 50% in size
#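 Luminescence from BacTiter-Glo reports growth of TDP-43-expressing yeast after 24 hr at 30 deg C with compound. Cells were raffinose-pregrown to mid-log, then seeded in galactose medium at OD600=0.02.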
# The depositor's hits bear a star; u = inconclusive; x = no result given; & = joins results of further samples; [ ] = remark or other dose. Unless noted, calls come from the whole dose curve; as a rule, active = well fitted curve in the direction sought with a large enough effect; inconclusive = small, poorly fitted or top-dose-only effect, or another doubt; inactive = no such curve, though single readings can be large; an effect the other way counts as inactive or inconclusive. These rows are one share of the data; count on the stated rates, not on these rows.
SMILES,DRD3 antagonist,D3 ag,EPAC2 antagonist,aSyn rescue,Abeta rescue,FUS suppressor,EPAC2 ag,TDP43 rescue
O=C(CSc1nc(O)cc(=O)n1C1CCCC1)Nc1cccc(Cl)c1Cl,3,-4,10%,-7%,4%,28%,-8%,-17%
Cc1c(C)n(C)c2ccc(C(=O)NCCN3CCOCC3)cc12,-9,-13,2%,-3%,10%,-7%,8%,-1%
CCN(CC)C(=O)Cn1cnc2sc(C(=O)N3CCN(c4ccc(F)cc4)CC3)c(C)c2c1=O,28,7,6%,6%,-7%,22%,0%,-8%[9.22 µM]
CCOc1ccc(NC(=O)CSc2ncc3c(n2)-c2ccccc2N(Cc2ccccc2C)S3(=O)=O)cc1,x,3,x,x,-12%,2%,x,20%
COc1ccc(Nc2ncnc3c2cnn3C)c(OC)c1,x,-9,x,x,8%,2%,x,-5%
C/C(=C\C(=O)c1ccc(Br)cc1)NCc1ccc(C)cc1,14,2,0%,-1%,19%,8%,13%,8%
CCOC(=O)C1CCN(C(=O)c2oc3ccc(S(=O)(=O)N4CC(C)CC(C)C4)cc3c2C)CC1 (stereo not given),10,-3,-4%,3%,10%,u,1%,14%
CCCCN(C(=O)CSc1ncn[nH]1)c1c(N)n(Cc2ccccc2)c(=O)[nH]c1=O,-2,-5,2%,-11%,-8%,5%,2%,0%
CC(O)c1nc2ccccc2n1Cc1nnc(-c2ccc(Cl)cc2)o1 (stereo not given),-15,0,-5%,2%,2%,13%,0%,9%
Cc1ccc(/C=N/NC(=O)c2ccco2)cc1,2,6,5%,1%,27%,4%,0%,0%[1.82 µM]
CCN(C(=O)CSc1nc2ccc(OC)cc2[nH]1)c1c(N)n(Cc2ccccc2)c(=O)[nH]c1=O,15,5,-1%,-1%,3%,5%,2%,0%
CCc1cc(=O)oc2c3c(c(Cl)cc12)OCN(Cc1cccc(OC)c1)C3,x,-19,x,x,-27%,0%,x,1%
COc1ccc(Nc2nc(N)nc(CN3CCN(c4ccccn4)CC3)n2)cc1,10,-1,-1%,4%,0%,16%,6%,5%
COC(=O)c1sccc1NS(=O)(=O)c1ccc(F)cc1F,-12,-3,-12%,-4%,2%,-21%,-1%,-4%
CC1Oc2ccccc2N(CC(=O)NCc2cccs2)C1=O (stereo not given),7,16,3%,-12%,8%,19%,5%,-17%
COC(=O)[C@@H]1C[C@@]2(O)[C@@H](O)[C@@H](O)[C@@H](O)C[C@H]2N1CC(c1ccccc1)c1ccccc1,-20,9,9%,1%,-9%,-23%,10%,5%
COc1ccc(NC(=O)Cn2cnc3sc(C)c(S(=O)(=O)N4CCN(C)CC4)c3c2=O)cc1OC,-9,6&-2,-4%,-7%,-4%&-24%,6%&-26%,16%,9%&6%
Cn1c(=O)c2[nH]c(COc3ccc(C(C)(C)C)cc3)nc2n(C)c1=O,9,0,-7%,-4%,2%,-21%,4%,10%
COCCn1c(SCC(=O)Nc2ccccc2)nnc1-c1ccoc1C,-14,1,-2%,3%,-4%,14%,7%,-6%
CCN1CCN(CC(=O)c2cc(Cl)ccc2Cl)CC1,9,3,-3%,-1%,21%,-27%,5%,16%
COc1cc(/C=C2/C(=O)NN(c3ccc(F)cc3)C2=O)cc(Cl)c1O,-3,6,-25%,-4%,11%,24%,3%,-16%
COc1ccc(C(C)=O)cc1COC(=O)c1ccc(S(=O)(=O)N(C)C)cc1,11,-12,5%,-2%,x,27%,1%,7%
COc1ccc(C(O)P(=O)(OCC(C)C)c2ccc(N(C)C)cc2)c(OC)c1 (stereo not given),-7,0,3%,-10%,11%,7%,11%,8%
CCN(CC)S(=O)(=O)c1ccc(/C=C/C(=O)OCC(=O)NNC(=O)c2ccc(OC)cc2)cc1,-6,0,48%[activator],0%,8%,25%,-15%,2%
Cc1ccc(S(=O)(=O)NNC(=O)C2COc3ccccc3O2)cc1C (stereo not given),2,7,5%,-3%,x,-12%,15%,11%

# Exported with bars between the fields: part of the list above.
compound | DRD3 antagonist | D3 ag | EPAC2 antagonist | aSyn rescue | Abeta rescue | FUS suppressor | EPAC2 ag | TDP43 rescue
COc1ccc(Nc2ncnc3c2cnn3C)c(OC)c1 | x | -9 | x | x | 8% | 2% | x | -5%
O=C(CSc1nc(O)cc(=O)n1C1CCCC1)Nc1cccc(Cl)c1Cl | 3 | -4 | 10% | -7% | 4% | 28% | -8% | -17%

# Grouped by structure: the entries above containing a Cl atom (five)
SMILES,DRD3 antagonist,D3 ag,EPAC2 antagonist,aSyn rescue,Abeta rescue,FUS suppressor,EPAC2 ag,TDP43 rescue
O=C(CSc1nc(O)cc(=O)n1C1CCCC1)Nc1cccc(Cl)c1Cl,3,-4,10%,-7%,4%,28%,-8%,-17%
CC(O)c1nc2ccccc2n1Cc1nnc(-c2ccc(Cl)cc2)o1 (stereo not given),-15,0,-5%,2%,2%,13%,0%,9%
CCc1cc(=O)oc2c3c(c(Cl)cc12)OCN(Cc1cccc(OC)c1)C3,x,-19,x,x,-27%,0%,x,1%
CCN1CCN(CC(=O)c2cc(Cl)ccc2Cl)CC1,9,3,-3%,-1%,21%,-27%,5%,16%
COc1cc(/C=C2/C(=O)NN(c3ccc(F)cc3)C2=O)cc(Cl)c1O,-3,6,-25%,-4%,11%,24%,3%,-16%

# (more compounds)
SMILES,DRD3 antagonist,D3 ag,EPAC2 antagonist,aSyn rescue,Abeta rescue,FUS suppressor,EPAC2 ag,TDP43 rescue
O=C(Oc1csc(=S)n1C(=O)c1ccccc1)c1ccccc1,-3,-14,-7%,6%,-24%,x,-1%,u
COC(=O)c1c(NC(=O)CC2SC(N)=NC2=O)sc(C)c1C (stereo not given),7,-11,7%,-3%,-26%,-21%,-2%,-22%
COC(=O)c1cc(NC(=O)COC(=O)CCc2c[nH]c3ccccc23)cc(C(=O)OC)c1,8,-1,0%,0%,12%,-8%,-10%,20%
N=C(N)n1ncc2c1CCCC2=O,-19,-9,-2%,-2%,-15%,-8%,3%,29%
COC(=O)/C=C1\SC(=NC(=O)c2ccc(C)cc2)NC1=O,-5,1,27%,6%,-11%,25%,-6%,-17%
O=C(Nc1ccc(Oc2ccccc2)cc1)C1CCCN(c2ncccn2)C1 (stereo not given),13,3,-17%,1%,0%,x,-7%,4%
Cc1ccc(-c2csc(NC(=O)c3ccc(-c4ccccc4)cc3)n2)o1,62,6,0%,1%,-6%,14%,9%,12%
CCN([C@H](CO)CC(C)C)S(=O)(=O)c1ccccc1,0,-3,1%,3%,1%,-6%,4%,13%
CCN(CC)S(=O)(=O)c1ccc2c(c1)N(CC(=O)Nc1cccc(C(C)=O)c1)C(=O)CO2,x,-10,x,x,-8%,16%,x,13%
COc1ccc(C2NS(=O)(=O)N=C2N)cc1 (stereo not given),7,7,-9%,4%,-8%,1%,8%,-13%
CCCCOc1ccc(CNC(=O)C2CCCN(c3nnc(-n4c(C)ccc4C)s3)C2)cc1 (stereo not given),x,0,x,x,4%,14%,x,28%
N#Cc1c(N)n(CCOC(=O)c2cccc([N+](=O)[O-])c2)c2nc3ccccc3nc12,7,3,-1%,0%,10%,8%,-6%,12%
O=C(NCCCN1CCOCC1)c1ccc2c(c1)N(Cc1cccc(Cl)c1)C(=O)c1ccccc1S2,x,-22,x,x,9%,25%,x,10%
CC(=O)Nc1c(O)nc(C)[nH]c1=O,8,0,12%,7%,-12%,13%,8%,2%
Cc1sc2ncnc(Sc3nnnn3-c3ccc(Cl)cc3)c2c1C,u,-1,-6%,3%,-25%,6%,9%,17%
C=CCSc1nnc(COc2ccc(=O)n(-c3ccccc3)n2)n1CC,8,1,4%,-10%,-8%,-10%,6%,-17%
Cc1nc2ncnn2c(N2CCC(C(=O)NC3CCCC3)CC2)c1Cc1ccccc1,15,1,-9%,7%,-2%,44%,7%,4%
CC(C)c1ccc(/C=C2\CC/C(=C\C=N\N(C)C)C2=O)cc1,10,3,9%,9%,1%,-26%,12%,8%
CN(c1ccc(C(=O)N2CCN(Cc3ccccc3)CC2)cc1)S(=O)(=O)c1ccc(Cl)cc1,u,-18,-6%,2%,16%,16%,15%,-1%
CC(=O)c1cc(-c2ccccc2)n(CCC(=O)NC2CCC(C)CC2)c1C (stereo not given),15,-1,7%,8%,16%,x,-6%,9%
CCOC(=O)c1c(S(=O)(=O)N2CCC(C(=O)NCc3ccccc3Cl)CC2)c(C)n(C)c1C,x,5,x,x,2%,11%,x,16%
O=[N+]([O-])c1cccc(OCCN2CCC(Cc3ccccc3)CC2)c1,-102*,-21,1%,1%,2%,-2%,4%,-6%
CC(=O)N1c2c(ccc3ccccc23)C(C)CC12CCCCC2 (stereo not given),-16,-8,-13%,0%,11%,14%,8%,-2%
O=C(COC(=O)c1cc([N+](=O)[O-])ccc1NCc1ccccc1)NC1CCCc2ccccc21 (stereo not given),17,-2,-6%,1%,3%,37%,-1%,17%
CCCCn1c(N)c(N(C)C(=O)c2ccc(OCC3CCCO3)cc2)c(=O)[nH]c1=O (stereo not given),-13,-4,-3%,8%,-3%,x,5%,17%
COc1cccc(-n2cc(C(=O)NCc3ccccc3OC)c3ccccc3c2=O)c1,x,18,x,x,20%,u,x,u
CC(C)c1cnc2c(c1SCc1ccc([N+](=O)[O-])cc1)c(=O)n(C)c(=O)n2C,x,-9,x,x,-11%,17%,x,29%
CCOC(=O)N1CCC2CC1c1cc(Cl)ccc12 (stereo not given),-13,8,-22%,4%,1%,-20%,5%,26%
N#CCOC(=O)C1CCN(S(=O)(=O)c2ccc3c(c2)OCCO3)CC1,1,2,-1%,0%,10%,-13%,6%,-10%
CN(C)S(=O)(=O)c1cccc(-c2nn(-c3ccccc3)cc2/C=C2\SC(=S)NC2=O)c1,45,12,-2%,5%,4%,7%,-5%,9%
